LGR2 antag: inhibitors of bursicon-induced LGR2 CRE-luciferase signal, primary screen, cell-based, HEK293, CRE-luciferase reporter, bursicon stimulation | Drosophila bursicon receptor LGR2 (rickets) | bursicon-stimulated, 4 h | inhibition, % at 9.99 µM | 0.35% of 380,000 active;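 active = drop in luminescence signal, shown as inhibition above about 50% in the replicate tests, limit read from the data, passing the limit was not always enough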;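 also: agonist challenge used bursicon conditioned medium at about half maximal strength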
ERAP1 inh: human ERAP1 aminopeptidase inhibitors, primary screen, biochemical, single point, plate reader; recombinant ERAP1, Leu-AMC fluorescence, 60 min; 0.15% of 340,000 active; Endoplasmic reticulum aminopeptidase 1 (Homo sapiens), Q9NZ08; inhibition, % at 10.7 µM; AID 652197, 2013;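 active = mean replicate inhibition of at least 30%, or all replicates individually reaching that 30% level; inactive = mean below 30% and not every replicate reaching it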;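 also: 0% = neutral control wells and 100% = L-leucinethiol positive control wells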
PglD inh: C. jejuni PglD acetyltransferase inhibitors, primary screen, biochemical, DTNB colorimetric, single point. UDP-N-acetylbacillosamine N-acetyltransferase PglD (Campylobacter jejuni). purified PglD enzyme, DTNB colorimetric CoA detection. inhibition, % at 12.5 µM. 0.098% of 360,000 active; in the data active = inhibition above about 16%, passing the limit was not always enough; also: strong numbers were not always called active
S100A4 inh HTS: inhibitors of S100A4-myosin IIA peptide binding, primary screen, biochemical, fluorescence polarization, TAMRA-MyoIIA peptide | 0.14% of 360,000 active | inhibition, % at 10.7 µM;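 active = mean inhibition of at least 70% across replicates, with every replicate also reaching that level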
Target sequence (P26447 whole entry, looked up): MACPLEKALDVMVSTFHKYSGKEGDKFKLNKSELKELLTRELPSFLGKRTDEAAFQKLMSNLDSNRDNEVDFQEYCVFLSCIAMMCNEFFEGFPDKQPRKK
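Material: S100A4 monomer protein | Medium: HEPES pH 7.2 with CaCl2, KCl, NaCl, DTT, Triton | Reagent: Labelled myosin peptide probe, 5 nM | Doses: One dose per compound | Times: 5 min incubation before reading | Benchmarks: Neutral control DMSO, positive control TFP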
PAX8 inh HTS: inhibitors of PAX8-driven TPO luciferase reporter, primary screen, RMG-I cells, single concentration; SteadyGlo, 24 h; inhibition, % at 12.6 µM; 1.2% of 360,000 active;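 active = mean replicate inhibition at least 60% with every replicate also reaching 60%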;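 also: luciferase light reporting Pax8 driven TPO promoter activity; plate controls were median of neutral control wells for no effect and mitoxantrone controls for full effect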
EWS-Fli block: EWS/Fli-driven NR0B1 reporter inhibitors, primary screen, A673 cells, NR0B1 luciferase, luminescence, MLPCN library | viability-normalised | inhibition, % at 12.6 µM | 0.67% of 350,000 active | AID 651661, 2012;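 active = mean inhibition of at least 50% after viability correction, with every replicate also passing that limit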;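 also: firefly luciferase signal divided by Alamar Blue viability fluorescence both relative to DMSO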
FN deposit inh: inhibitors of fibronectin matrix deposition, primary screen, AH1F cells, Alexa488-fibronectin fluorescence, plate reader; 0.086% of 350,000 active; AID 743247, 2014; inhibition, % at 12.6 µM; AH1F fibroblasts, overnight;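 active = mean inhibition across replicates of 30% or more, regardless of how many single replicates reach that level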;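 also: positive control wells lacked labelled fibronectin entirely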
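test system = AH1F fibroblasts assembling fluorescent fibronectin matrix | quantity = 10000 AH1F cells per well | buffer or medium = DMEM plus 2% serum, read in PBS | doses = single dose, pinned | incubation = 1 h cell attachment, overnight exposure to compound and label | detection = fluorescence at 485 nm excitation, 525 nm emission | read-out basis = inhibition from reduced deposited-fibronectin fluorescence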
PGC1a acetyl inh: inhibitors of PGC1a acetylation signal, primary screen, cell-based, U2OS, AlphaScreen, inhibitor mode; AlphaScreen anti-acetyl-lysine; with virally co-expressed GCN5 acetyltransferase; inhibition, % at 15.6 µM; 0.17% of 350,000 active;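 active = every replicate shows inhibition of at least 40%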;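 also: 0% = neutral control wells and 100% = positive control wells; some results beyond the cut were filed as inactive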
An asterisk follows results filed as active; · = not tested or not shown; & = joins results of further samples.

nr	compound	LGR2 antag	ERAP1 inh	PglD inh	S100A4 inh HTS	PAX8 inh HTS	EWS-Fli block	FN deposit inh	PGC1a acetyl inh
1	O=C(C1CC1)N1CC(=O)N2[C@@H](CO)[C@H](c3ccc(C#CCc4ccccc4)cc3)[C@@H]2C1	6	0	·	-4	-32	-1	-2	-5
2	C[C@@H]1CN([C@H](C)CO)C(=O)c2cccc(NS(C)(=O)=O)c2O[C@H]1CN(C)C(=O)Nc1ccccc1	18	1	-1	-14	13	0	-5	4
3	c1ccc(-n2nnc3ccccc32)cc1	-28	1	-4	13	-29	-9	-16	13
4	c1ccc(CCCCc2ccncc2)cc1	-14	-1	3	-2	-20	-12	-2	30
5	CCCNC(=O)C[C@H]1CC[C@@H]2[C@H](COC[C@H](O)CN2C(=O)c2ccc(F)cc2)O1	-1	0	-1	-10	1	-3	9	2
6	CC(/C=C/c1ccc2c(c1)OCO2)=N/NC(=O)c1ccncc1	·	0	-1	-10	3	-2	12	-1
7	CCOc1ccccc1CN1CCN(Cc2[nH]c3ccccc3c2C)CC1CCO (centres undefined)	2	·	-2	·	11	·	3	·
8	COc1ccccc1NC(=O)N1CC(=O)N2[C@H](CO)[C@@H](c3ccc(C#Cc4ccc(F)cc4)cc3)[C@@H]2C1	11	1	·	-2	·	·	·	-13
9	Cc1ccnc2nc(C(=O)OCC(=O)NC3CCCC(C)C3C)nn12 (centres undefined)	7	0	-4	-10	-6	-6	·	4
10	Cc1ccc(-c2nnn(CC(=O)N(CC(=O)NC3CCCCC3)c3ccccc3F)n2)o1	-8	2	-1	-4	0	3	-1	·
11	CC1(C(=O)O)CCN1C(=O)c1cccnc1Oc1ccccc1 (centres undefined)	3	1	2	-3	-10	-2	·	-1
12	COc1ccc(NC(=S)N2CCN(C(c3ccccc3)c3ccccc3)CC2)cc1OC	7	1	-2	-1	1	6	5	·
13	COc1ccc(S(=O)(=O)Nc2ccc3c(c2)CC(=O)N([C@H](C)CO)C[C@@H](C)[C@@H](CN(C)C(=O)Nc2cccc4ccccc24)O3)cc1	11	1	-1	11	-4	6	1	-16
14	OCCC1CN(Cc2ccccc2-c2ccco2)CCN1Cc1ccccc1 (centres undefined)	-30	8	4	-3	18	8	4	·
15	CCOc1ccccc1C1N(c2ccc(F)cc2)C(=O)C2CCCN21 (centres undefined)	·	·	-6	·	8	·	-4	-8
16	CC(=O)Nc1nnc(SCC(=O)N2CCCc3ccccc32)s1	-17	3	·	-2	10	13	6	3
17	COC(=O)C1=C(C(=O)OC)[C@@H]2N(C)c3ccc(OC)cc3[C@@]23C[C@@H](C(=O)OC)N(C(=O)NC2CCCCC2)C3=N1	5	3	-7	1	8	2	-3	-11
18	Cc1ccccc1N(C(=O)c1ccco1)C(C(=O)NC1CCCC1)c1cccnc1 (centres undefined)	1	-2	-2	-5	13	3	1	·
19	Cc1noc(C)c1NC(=O)Nc1cccc2c1O[C@@H](CN(C)C(=O)NC(C)C)[C@@H](C)CN([C@@H](C)CO)C2=O	10	0	2	11	-39	-11	·	-10
20	CN(Cc1ccccc1)C(=O)c1nc[nH]c1C(=O)N1CCc2ccccc2C1	7	-4	2	-5	-14	-10	-59	·
21	C[C@@H]1CCCCO[C@@H](CN(C)CC2CCCCC2)[C@H](C)CN([C@@H](C)CO)C(=O)c2cc(NS(=O)(=O)c3cn(C)cn3)ccc2O1	-14	-4	-1	9	-15	-4	·	·
22	COc1ccc(C(=O)C[C@@H]2OC[C@H](C)N2S(=O)(=O)c2ccc(C)cc2)cc1OC	-2	-4	·	-1	-19	10	-2	·
23	O=C(Nc1nc(-c2nc3ccccc3s2)cs1)C1CC1	-39	3	·	3	-193	-144	6	-2
24	Cn1nccc1NS(=O)(=O)c1ccc(C(C)(C)C)cc1	5	-2	·	-12	5	6	-6	·
25	O=C(C[C@@H]1CC[C@H]2[C@@H](COC[C@@H](O)CN2C(=O)c2cnccn2)O1)NCc1ccc(Oc2ccccc2)cc1	10	3	3	-3	·	·	2	-6

nr	compound	LGR2 antag	ERAP1 inh	PglD inh	S100A4 inh HTS	PAX8 inh HTS	EWS-Fli block	FN deposit inh	PGC1a acetyl inh
26	CC(C)OC(=O)N(C)C[C@H]1OCc2cnnn2CCCC(=O)N([C@H](C)CO)C[C@H]1C	0	0&-2&2	-2&-1&0	0&3&2	15&-1	0&4&-2	4&-4	-3&2&2
27	CS(=O)(=O)N1CCCCN2[C@H](C1)[C@@H](c1ccc(C#Cc3ccccn3)cc1)[C@@H]2CO	10	0	-1	9	-13	·	·	28
28	CC1CCN(C(=O)CSc2nc3c(c(=O)n(C)c(=O)n3C)n2C)CC1	4	-1	-1	1	-3	-3	-3	·
29	O=C(O)CCN=Cc1c(O)c2ccccc2oc1=O	-4	3	·	2	30	1	-7	·
30	Cc1ccc(S(=O)(=O)N/N=C\c2cc3c(cc2[N+](=O)[O-])OCO3)cc1	-7	1	-1	-2	·	-8	·	·
31	CCNC(=O)C(C)Oc1ccc(Cl)cc1Cl (centres undefined)	-5	-2	-1	5	4	-3	2	7
32	CCOC(=O)C(=CNc1cc(C)ccc1[N+](=O)[O-])C(=O)OCC	3	·	-2	-13	-9	-13	0	0
33	O=C(NC1CCCCCC1)C1Cc2ccccc2CN1C(=O)c1ccco1 (centres undefined)	-8	5	·	9	5	1	-2	1
34	CSCCC(NC(=O)c1ccccc1Br)C(=O)NNC(=O)C1COc2ccccc2O1 (centres undefined)	7	-4	-2	-1	-12	-2	2	0
35	Cc1cc(NC(=O)C(Cl)c2ccccc2)no1 (centres undefined)	-3	0	0	2	1	18	3	9
36	COc1ccc(OC)c(Nc2cc(C)nc3nc(C)nn23)c1	8	-1	0	-1	30	2	1	13
37	Cc1ccc(S(=O)(=O)Nc2ccccc2)cc1[N+](=O)[O-]	10	-3	-6	0	·	-5	6	0
38	CCN(C(=O)CSc1nc2ccc(OC)cc2[nH]1)c1c(N)n(Cc2ccccc2)c(=O)[nH]c1=O	0	5	-1	5	-4	-9	·	-8
39	C[C@@H]1CN([C@H](C)CO)C(=O)c2cc(C#CC3CCCC3)cnc2O[C@@H]1CN(C)S(=O)(=O)c1cccc(F)c1	-16	0	-2	5	-10	-11	-9	14
40	O=C(c1ccccn1)N1CC2(C1)[C@@H](c1ccccc1)[C@@H](CO)N2C(=O)CC1CC1	-9	-1	·	1	1	1	·	-3
41	Cc1ccc(CSCC(=O)NCc2cccs2)cc1	-11	-2	·	3	2	-1	3	0
42	O=C(CSc1ncc(-c2ccccc2)[nH]1)Nc1ccccc1F	-76	1	·	3	-99	-109	4	-4
43	CCOC(=O)N1CCN(S(=O)(=O)N2CCCC(C(=O)NCc3cc(Br)ccc3OC)C2)CC1 (centres undefined)	3	-1	-5	-2	18	4	·	-10
44	CN(C)C(=O)c1ccc(-c2ccc([C@H]3[C@@H](CO)N4C(=O)CN(C(=O)C5CCCC5)C[C@@H]34)cc2)cc1	-1	1	·	11	5	-5	4	-11
45	COc1ccccc1C(=O)N1CCN(C(=O)c2oc3ccc(C)cc3c2C)CC1	10	1	8	1	9	·	1	-6
46	CC1CCCC(NC(=O)CN2CCN(S(=O)(=O)c3ccc(Br)s3)CC2)C1C (centres undefined)	6	-6	-3	5	7	14	-5	6
47	CCN(CC)C(=O)c1c(C)[nH]c(=S)c(C#N)c1-c1ccco1	17	9	·	-8	-1	0	0	·
48	Cc1ccc(S(=O)(=O)Nc2ccccc2OC(C(=O)OC(C)(C)C)C(=O)OC(C)(C)C)cc1	9	-5	·	1	-24	-5	-7	·
49	N#Cc1c(SCC(=O)Nc2ccc(C(F)(F)F)cc2)sc2c(O)cc(=O)[nH]c12	-3	-2	-5	-5	14	0	-5	-10
50	COc1ccc(/C=C/C(=O)OCC(=O)NC2CCCC2)c(OC)c1	18	2	-3	-4	-12	2	-3	-14

nr	compound	LGR2 antag	ERAP1 inh	PglD inh	S100A4 inh HTS	PAX8 inh HTS	EWS-Fli block	FN deposit inh	PGC1a acetyl inh
51	Cc1cc(=O)oc2cc(OCC(=O)Nc3ccccc3C(N)=O)c(Cl)cc12	8	0	-1	-3	-20	·	-10	9
52	CN(Cc1cn(C)nc1-c1cccc(Cl)c1)Cc1nccn1C	1	-3	·	-4	12	27	-10	-7
53	O=C(/C=C/c1ccco1)NC(=S)N1CCCCC1	16	1	6	-8	-30	-22	2	-2
54	CCOC(=O)c1sc(NC(=O)c2ccncc2)c(C#N)c1C	·	2	·	-5	10	13	13	·
55	C=C(C)CC1(NC(C)c2ccccc2)CCCCC1 (centres undefined)	·	1	1	23	44	2	2	-14
56	COc1ccccc1NC(=O)C(C)OC(=O)CCCc1c[nH]c2ccccc12 (centres undefined)	6	1	·	3	2	2	-3	6
57	COCC(=O)Nc1ccc2c(c1)OC[C@@H](C)N(C(C)=O)C[C@@H](C)[C@@H](OC)CN(C)C2=O	4	2	1	-19	-12	2	-9	·
58	CCC(CC)c1nnc(NC(=O)c2ccc(N3CCCCC3)c([N+](=O)[O-])c2)s1	4	2	·	-1	9	-1	-9	·
59	COc1cccc(S(=O)(=O)N(C)C[C@@H]2OCc3ccccc3-c3ccccc3C(=O)N([C@@H](C)CO)C[C@H]2C)c1	-3	-4	-2	4	1	5	-6	-13

A draw from above in order of length of the SMILES, highest first:
nr	compound	LGR2 antag	ERAP1 inh	PglD inh	S100A4 inh HTS	PAX8 inh HTS	EWS-Fli block	FN deposit inh	PGC1a acetyl inh
17	COC(=O)C1=C(C(=O)OC)[C@@H]2N(C)c3ccc(OC)cc3[C@@]23C[C@@H](C(=O)OC)N(C(=O)NC2CCCCC2)C3=N1	5	3	-7	1	8	2	-3	-11
40	O=C(c1ccccn1)N1CC2(C1)[C@@H](c1ccccc1)[C@@H](CO)N2C(=O)CC1CC1	-9	-1	·	1	1	1	·	-3
56	COc1ccccc1NC(=O)C(C)OC(=O)CCCc1c[nH]c2ccccc12 (centres undefined)	6	1	·	3	2	2	-3	6
52	CN(Cc1cn(C)nc1-c1cccc(Cl)c1)Cc1nccn1C	1	-3	·	-4	12	27	-10	-7

Screens (PubChem BioAssay)
